Bioassay records as filed in PubChem BioAssay.
RORg inh – blocks mouse ROR gamma transcriptional activity | Drosophila S2 Gal4-RORgamma UAS-luciferase reporter, 20 h | P51450 | Potency, µM (doses to about 53.6 µM), for the others: at the top dose activity change, negative = inhibition, actives largely listed as inhibitors | AID 2551 | 310,000 compounds, 5.4% hits; also: potency is read from the fitted curve at half-maximal effect; % is scaled to controls: 0 for no effect and ±100 for the full control effect; nearly all actives have a fitted effect of over 60% in size
Target sequence (P51450 whole entry, looked up, the tested form may be a part): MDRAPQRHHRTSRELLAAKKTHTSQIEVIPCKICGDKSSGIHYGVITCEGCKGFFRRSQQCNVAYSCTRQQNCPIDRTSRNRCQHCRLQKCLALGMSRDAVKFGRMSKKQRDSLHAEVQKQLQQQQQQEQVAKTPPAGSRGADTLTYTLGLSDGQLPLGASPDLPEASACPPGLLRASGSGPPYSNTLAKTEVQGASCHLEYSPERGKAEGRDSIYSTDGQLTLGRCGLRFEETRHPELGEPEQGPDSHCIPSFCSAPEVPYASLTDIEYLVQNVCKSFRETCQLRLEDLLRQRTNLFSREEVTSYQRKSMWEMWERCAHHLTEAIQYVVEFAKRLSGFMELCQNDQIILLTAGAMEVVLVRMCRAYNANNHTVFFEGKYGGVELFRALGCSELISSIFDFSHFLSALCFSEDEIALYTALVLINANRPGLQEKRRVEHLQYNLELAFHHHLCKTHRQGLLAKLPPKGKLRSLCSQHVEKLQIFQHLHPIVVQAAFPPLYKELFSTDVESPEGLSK
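ROR gamma transcriptional activity was tracked as Gal4-UAS luciferase output in stably transfected Drosophila Schneider cells, with compound added 1 hr before 700 uM copper sulfate induction and a 20 hr ambient-temperature incubation.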
p53 reactivation – re-activators of mutant p53. H1299 p53-A138V BP100-luciferase reporter, luminescence, 24 h. Potency, µM (series often up to 92.2 µM), inactives show at the highest dose activity change, positive = activation, hits mostly activators. 320,000 compounds, 0.063% hits. AID 504706; also: potency is read from the fitted curve at half-maximal effect; % of control where 0% means no effect; nearly all actives have a fitted effect of over 45% in size
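p53-null H1299 cells stably carrying temperature-sensitive p53-A138V and a BP100-luciferase reporter were pinned with compounds (4-point, 1:5 series) and held 24 hrs at 37 deg C. Luminescence was read 10 min after detection reagent.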
ELG1 DNA repair – ELG1-dependent DNA repair inhibition; HEK293T ELG1-luciferase reporter, luminescence, 16 h; DNA damage induced by 5-fluorouridine; Potency, µM (highest dose often 46.1 µM), for inactives: at the highest dose activity change, negative = inhibition, most hits filed as inhibitors; 330,000 compounds, 2.3% hits; AID 504467; also: potency is read from the fitted curve at half-maximal effect; % is scaled to controls: 0 for no effect and ±100 for the full control effect; nearly all actives have a fitted effect of over 55% in size
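In this reporter screen, reduction of luminescence relative to DMSO vehicle indicated activity. Compounds and 5-fluorouridine were added together to 2,000 cells per well, incubated for 16 hr at 37 °C, then developed with ONE-Glo.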
Rab9 promoter act – activates the Rab9 promoter; Huh7 Rab9 promoter-luciferase reporter, luminescence, 24 h; 320,000 compounds, 2.8% hits; Potency, µM (highest dose often 9.22 µM), inactives show at the top dose activation, negative = inhibition, hits mostly activators; also: potency is read from the fitted curve at half-maximal effect; % of control where 0% means no effect; nearly all actives have a fitted effect of over 60% in size
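Promoter activation is measured as luciferase luminescence in Huh7 cells stably transfected with a Rab9 promoter–luciferase construct, following 24 h compound exposure at 37 °C and 10 min reagent incubation at ambient temperature.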
TRPV1 agonist – activates the human vanilloid receptor TRPV1. activation, % at 8.33 µM. 320,000 compounds, 0.19% hits. AID 540275. TRPV1-expressing cells, Fluo-8 calcium influx, agonist mode; in the data active = activation above about 80%; inconclusive = between about 30% and that limit; also: 0% is about no effect
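TRPV1-expressing cells were cultured overnight at 35.5C and loaded with Fluo-8 calcium dye for 40 to 90 min at room temperature. After a 10 s baseline, compound was added and calcium influx was read kinetically for 3 min (ex 480/em 520 nm).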
BRCA1 expr act – BRCA1 expression activation; MCF7-BRCA1-FFLuc reporter, luminescence, 48 h; response scale: scaled: vehicle 0%, 10 µM genistein 100%; Potency, µM (series often up to 46.1 µM), without a hit: at the highest dose activation, hits mostly activators; 380,000 compounds, 1.1% hits; AID 624202; also: potency is read from the fitted curve at half-maximal effect; nearly all actives have a fitted effect of over 80% in size; some results filed as inactive show a strong effect at the top dose
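Activators of BRCA1 expression were detected as increased firefly luciferase luminescence in engineered MCF7 cells after 48 h compound incubation. Signals were scaled to genistein 10 microM as full activation.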
Tb PFK block – T. brucei PFK enzyme inhibition; T. brucei PFK, ADP-Glo luminescence; O15648; Potency, µM (titrated, usually from 57.5 µM), without a hit: at the top dose activity, negative = inhibition, hits mostly inhibitors; 330,000 compounds, 0.17% hits;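 also: potency is read from the fitted curve at half-maximal effect; 0% = uninhibited 1x PFK enzyme wells and -100% = no-enzyme wells; nearly all actives have a fitted effect of over 60% in size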
Target sequence (O15648 whole entry, looked up): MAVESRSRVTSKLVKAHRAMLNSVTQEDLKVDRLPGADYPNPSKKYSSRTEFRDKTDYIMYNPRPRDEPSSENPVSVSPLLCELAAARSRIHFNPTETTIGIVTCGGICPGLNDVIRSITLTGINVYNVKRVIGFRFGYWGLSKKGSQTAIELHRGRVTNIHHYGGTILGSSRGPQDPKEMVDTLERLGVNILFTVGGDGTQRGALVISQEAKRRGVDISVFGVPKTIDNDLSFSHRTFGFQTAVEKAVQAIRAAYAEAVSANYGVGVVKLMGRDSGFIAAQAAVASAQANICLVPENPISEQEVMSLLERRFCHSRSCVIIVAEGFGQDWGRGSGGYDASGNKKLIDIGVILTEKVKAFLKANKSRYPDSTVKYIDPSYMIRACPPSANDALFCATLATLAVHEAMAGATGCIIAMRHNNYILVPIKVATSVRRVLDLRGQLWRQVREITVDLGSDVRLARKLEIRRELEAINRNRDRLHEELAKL
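PFK 1.25 nM, F6P 0.5 mM, ATP 0.1 mM, 0.1 M TEA pH 8.0, 5 mM MgCl2, 0.01% Tween20, 0.1% BSA; 45 min RT. ADP-Glo readout. qHTS titration up to 57 uM; curves fitted, compounds curve-classed.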
VP16 counter – inhibits Gal4-VP16 luciferase reporter, ROR gamma counter-screen; Drosophila S2 Gal4-VP16 UAS-luciferase, luminescence, 20 h; 310,000 compounds, 3.5% hits; Potency, µM (series often up to 53.6 µM), for inactives: at the top dose activity, negative = inhibition, most hits filed as inhibitors;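 also: Gal4-VP16 expression switched on by copper sulfate through the metallothionein promoter; potency is read from the fitted curve at half-maximal effect; % is scaled to controls: 0 for no effect and ±100 for the full control effect; nearly all actives have a fitted effect of over 50% in size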
FLuc modulator – counter-screen for miR-21 project: firefly luciferase inhibitors or activators. purified FLuc, Km substrates, luminescence inhibition. P08659. AID 588342. 360,000 compounds, 6.9% hits. Potency, µM (titrated, usually from 57.5 µM), for the others: at the top dose activity change, negative = inhibition, actives largely listed as inhibitors;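 also: potency is read from the fitted curve at half-maximal effect; plate controls were vehicle for no effect and reference inhibitor for full effect; nearly all actives have a fitted effect of over 55% in size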
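Biochemical qHTS of compounds, final roughly 60 µM downward over six points, against 10 nM purified firefly luciferase using Km concentrations of substrates (10 uM D-luciferin, 10 uM ATP) in Tris acetate pH 7.5 buffer; luminescence output.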
ELG1 genotoxic – inducers of genotoxicity in HEK293T ELG1-luciferase cells. AID 504466. 330,000 compounds, 1.3% hits. Potency, µM (top dose mostly 46 µM), without a hit: at the top dose activity change, positive = activation, usual class: activators. HEK293T ELG1-luciferase reporter, luminescence, 16 h; also: potency is read from the fitted curve at half-maximal effect; % of control where 0% means no effect; nearly all actives have a fitted effect of over 60% in size
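Luminescence read-out: rising ELG1-luciferase signal, reflecting elevated ELG1 protein under genetic stress, flags genotoxic compounds. Cells were treated for 16 hr at 37 °C before ONE-Glo detection.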
NPC1 promoter act – activators of NPC1 promoter; Huh7 NPC1 promoter luciferase reporter, 24 h; 320,000 compounds, 2.4% hits; AID 485313; Potency, µM (doses to about 9.22 µM), for inactives: at the highest dose activation, hits mostly activators;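 also: potency is read from the fitted curve at half-maximal effect; % of control where 0% means no effect; nearly all actives have a fitted effect of over 60% in size; reporter is driven by a mutant NPC1 promoter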
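Luminescence read-out of NPC1 promoter-driven luciferase in stably transfected Huh7 cells; compounds delivered in DMSO and left 24 h at 37C, 5% CO2, qHTS titration format.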
Numbers without * were called inactive; u = inconclusive; x = no result given; & = joins results of further samples; [ ] = dose if it differs, or a comment. Unless noted, calls follow the shape of the dose curve; as a rule, active = well fitted curve in the direction sought with a large enough effect; inconclusive = small, poorly fitted or top-dose-only effect, or another doubt; inactive = no such curve, though single readings can be large; an effect the other way counts as inactive or inconclusive. An unsorted share of the library. Share with any hit: about 15%.

SMILES	RORg inh	p53 reactivation	ELG1 DNA repair	Rab9 promoter act	TRPV1 agonist	BRCA1 expr act	Tb PFK block	VP16 counter	FLuc modulator	ELG1 genotoxic	NPC1 promoter act
Cc1cccc(NC(=O)c2ccccc2SCc2ccc(F)cc2)n1	x	6%	-18%	-4%	19	-27%	19%	x	-15%	-1%	-3%
COCCn1nnnc1CN1CCSCC1	5%	-2%	1%	1%	-1	-17%	5%	6%	0%	1%	-4%
CC1C(=O)N2CCCc3cc(NC(=O)COc4ccccc4)cc1c32 (stereo not given)	x	-1%	27%	-6%	-4	-20%	-3%	x	1%	14%	-8%
O=C(NC(Cc1ccccc1)C(=O)NC1CC1)OCc1ccccc1 (stereo not given)	-16%	11%	0%	1%	1	-12%	3%	-11%[10 µM]	4%	3%	-6%
CNC(=O)C1(CC(C)C)C=CCN1C(C)=O (stereo not given)	1%&26%	3%	6%	0%	-3	5%	-7%	-5%&10%	0%	3%	-1%
COc1ccc(Cl)cc1NC(=O)C(C)Sc1n[nH]c(N)n1 (stereo not given)	7%	1%	9%	5%	-4	-27%	1%	-4%	2%	-2%	2%
Cc1ccccc1OCC(=O)NCCCNC(=O)c1cccnc1	-3%	7%	-17%	0%	2	4%	-1%	2%	1%	22%	-1%
Cc1ccc2c(c1)C1NC(=S)NC(C)(O2)C1C(=O)Nc1ccc(Cl)cc1 (stereo not given)	-12%	4%	u	-7%	2	-27%	-11%	u	6%	-4%	2%
CC(C)CCNC(=O)CN(C(=O)Cn1nnc(-c2ccc(F)cc2)n1)C1CCCC1	7%	-6%	-8%	-9%	6	-1%	0%	-4%	3%	-5%	-2%
CCOC(=O)c1cc(-c2ccccc2)n(CC(=O)NC(C)(C)C)c1C	12%	-2%	12%	-2%	1	9%	14%	4%	0%	-4%	-5%
COc1ccc(CC(NC(C)=O)C(=O)NC2CCN(C(=O)c3cc(OC)c(OC)c(OC)c3)CC2)cc1 (stereo not given)	-1%	-3%	11%	-3%	-1	-2%	-20%	-1%	-2%	1%	-3%
Brc1cccc(-c2nc(-c3ccncc3)no2)c1	u	u	u	5µM*	2	64%	2%	11%	7.6µM*	u	3.2µM*
O=C(c1ccc(C(F)(F)F)cc1)C1CCCN(C(=O)c2csnn2)C1 (stereo not given)	22%	-1%	3%	1%	12	5%	3%	29%	-4%	-4%	-1%
N#Cc1nc(-c2ccccc2)oc1NCCN1CCCCC1	11%	-18%	2%	-13%	-13	0%	11%	-15%	-6%	-2%	1%
COc1ccccc1NS(=O)(=O)c1ccc2oc(=S)[nH]c2c1	-2%	-1%	15%	-5%	-1	0%	-6%	-2%	-4%	0%	-1%
Cn1ncc(Br)c1NC(=O)c1ccco1	10%	4%	u	-4%	2	-4%	-10%	4%	0%	-1%	-2%
S=c1[nH]c2cc3ccccc3cc2[nH]1	u	29%&0%	u	3%&-13%	-9&-8	15%	-11%&-2%	u	4.8µM*	u	14%&9%
O=C(CSc1nnc(-c2ccco2)o1)NCCc1ccccc1	x	0%	0%	-7%	-3	-10%	-9%	x	9%	-1%	-2%
Cc1ccc2[nH]c(=O)c(-c3nc4ccccn4c3NCc3ccco3)cc2c1	35%	3%	4%	u	14	45%	1%	22%	-16%	14%	u
C/C(=N\NC(=O)C1CC1)c1ccc(Cl)c(Cl)c1	12%	-1%	u	6%	24	64%	3%	2%	-17%	u	1%
O=c1cc(CN2CCN(c3ccccc3)CC2)nc2scc(-c3ccccc3)n12	10%	6%	u	-2%	-2	-34%	-1%	-3%	-2%	-9%	-7%
CCOc1ccc(-c2nc(CCl)cs2)cc1OC	u	3%	u	8%	5	78%	3%	u	17µM*	u	10%
Cc1ccc(N=C(NO)c2cnccc2C(F)(F)F)c(C)c1	3%	-6%	2%	-8%	12	-38%	-1%	-14%	1%	-5%	0%
CCCCCC(=O)NC(=S)Nc1ccc(Br)cc1C	10µM*	12%	26%	0%	-2	0%	-6%	u	3%	6%	-1%
S=c1nc(SCc2ccccc2)[nH]c2ccccc12	1.4µM*	2%	5%	-1%	-2	-55%	-2%	10µM*	u	-14%	0%
N#CCC(=N)N1CCN(c2ccccc2)CC1	21%	11%	u	10%	-1	57%	-4%	u	-1%	-1%	6%
Cc1ccc(S(=O)(=O)NC(CC(=O)N2CCc3ccccc32)c2ccco2)cc1 (stereo not given)	30%	-14%	-17%	-1%	2	2%	-1%	-4%	0%	-1%	-1%
Nc1nc(SCC(=O)Nc2cc(S(=O)(=O)N3CCOCC3)ccc2Cl)n[nH]1	-11%	3%	1%	0%	1	10%	2%	3%	-5%	0%	-4%
O=C(Nc1ccccc1Cl)N1CCN(c2ccc3nnc(-c4ccc(F)cc4)n3n2)CC1	38%	-15%	21µM*	3%	-3	-47%	3%	-11%	3%	-7%	-4%
CC[C@H](C)C(=O)N[C@H]1CCCN1C(=O)/C=C/c1ccccc1	x	u	1%	-2%	-2	0%	0%	x	5%	4%	-2%
Cc1ccc(S(=O)(=O)N2CCCCC2)cc1C(=O)NCc1ccc(S(N)(=O)=O)cc1	x	-2%	6%	x	x	-2%	-6%	x	x	-1%	x
COc1cc(OC)cc(-c2cc(N)n(S(=O)(=O)c3cccc4nsnc34)n2)c1	u	-2%	u	9%	-1	-22%	1%	-4%	0%	-3%	-5%
Cn1ncc(Cl)c1C(=O)N1CCN(S(=O)(=O)c2cccs2)CC1	-1%	-6%	-4%	27%	0	-11%	-2%	4%	-2%	3%	-2%
CC(=O)Nc1c(C)ccc(S(N)(=O)=O)c1C	0%	-2%	-4%	-1%	3	0%	3%	-4%	-2%	-1%	-2%
CC1=CC(=C(C#N)C#N)C=C(C)N1Cc1ccccc1	-19%	2%	u	-3%	17	0%	1%	-1%	-14%	3%	-10%
CC(NC(=O)c1sc2ccccc2c1Cl)C1CCCO1 (stereo not given)	-25%	u	u	u	1	u	0%	1%	9.5µM*	u	u
CN1CCN(c2ccc(NC(=O)c3ccccc3)cc2)CC1	u	1%	u	1.6µM*	-2	u	2%	u	11µM*	10µM*	2.5µM*
COC(=O)c1cc(OC)c(OC)cc1NC(=O)Nc1ccc(OC)cc1	5%	-4%	-3%	-2%	-1	-8%	-2%	1%	3%	0%	-4%
COc1cccc(C(=O)NCC(c2cccs2)N2CCc3ccccc32)c1 (stereo not given)	x	3%	u	4%	-5	-32%	-2%	x	-4%	-8%	3%
O=C(O)c1cc(-n2nnnc2SCc2ccc([N+](=O)[O-])cc2)ccc1Cl	-13%	-2%	1%	-1%[1.84 µM]	-1	-4%	u	-3%	-2%	-2%	4%
Cc1ccc(C(=O)N2CC(C(=O)O)C2)cc1	5%	-2%	-13%	1%	-4	2%	0%	-4%	3%	0%	-1%
CCOc1ccc(N=C2NC(=O)C(CC(=O)Nc3ccccc3)S2)cc1 (stereo not given)	u	-2%	u	2%	1	-34%	-3%	25%	-2%	-7%	-5%
BrC(=C\c1ccccc1)/C=N/n1cnnc1	7.1µM*	-11%	u	-41%[inhibitor]	0	-86%[inhibitor]	-4%	u	-5%	-10%	-25%
O=C(c1ccco1)N1CCN(c2cc(C(F)(F)F)nc3ncnn23)CC1	0%	0%	12%	-7%	0	-14%	-1%	6%	-2%	2%	-2%
C=CCNC(=O)c1onc(CSc2cccc(OC)c2)c1C(=O)O	20%	3%	-1%	14%	0	-8%	-1%	-6%	u	0%	1%
NC(=O)c1ccc(NC(=O)COc2coc(CN3CCc4ccccc4C3)cc2=O)cc1	x	0%	u	-1%	0	-21%	-3%	x	2%	1%	3%
COc1cc(NC(=O)C2CCCCC2)c(OC)cc1NC(=O)CCC(=O)NCc1ccco1	-10%	14%	-5%	0%	-5	1%	3%	3%	1%	-1%	-2%
NC(=O)c1ccc(NC(=O)Cc2cccs2)cc1	u	18%	u	3%	3	-21%	u	23%	1%	u	-3%
COc1ccccc1NS(=O)(=O)c1cc(NC(=O)Cn2cnc3c2c(=O)n(C)c(=O)n3C)ccc1C	8%	-19%	-16%	9%	-5	-7%	0%	3%	-5%	-2%	1%
CCc1cc(-c2n[nH]c(C)c2-c2ccccc2Cl)c(O)cc1OC	u	7%	-4%	5%	-1	-37%	6%	u	-19%	-7%	-1%
O=C(N/N=C/c1ccc(OC(=O)c2cccs2)cc1)c1ccccn1	-15%	u	u	3.2µM*	11	u	1%	12%	1.5µM*	7.3µM*	2.5µM*
